# RGS4 act – potentiators or activators of RGS4; HEK293 M3R/inducible RGS4, carbachol calcium flux Fluo4; stronger effect = lower value; B-score at 10 µM; 310,000 tested, 0.92% active; AID 463111;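 active = B-score of the integrated calcium signal more than 4 SD below the library mean, with starting fluorescence not abnormally high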;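 also: negative B-score means reduced calcium response which marks RGS4 activation or potentiation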
#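 Reagent: ECmax carbachol challenge; Test system: M3R-expressing HEK293 line, RGS4 induced by doxycycline; Schedule: overnight RGS4 induction, 30 min dye load 37 °C, 20 min compound RT; Detection: calcium dye Fluo4 fluorescence; Read-out: Agonist-evoked peak-minus-minimum fluorescence over baseline, integrated ratio, B score.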
# RGS4 block – inhibitors of human RGS4; P49798; HEK293 M3R/RGS4 inducible, Fluo-4 calcium flux; stronger effect = higher value; triggered by carbachol at its EC20; B-score at 10 µM; 310,000 tested, 0.45% active; AID 463165;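 active = B-score, a plate-corrected calcium signal, over three deviations above library mean, with baseline fluorescence within five deviations of library mean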;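 also: RGS4 expression induced by doxycycline in cells with stable M3 receptor; B-score is computed from the integrated fluorescence ratio over baseline after carbachol; higher B-score means a larger calcium signal and so more RGS4 inhibition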
# Target sequence (P49798 whole entry, looked up): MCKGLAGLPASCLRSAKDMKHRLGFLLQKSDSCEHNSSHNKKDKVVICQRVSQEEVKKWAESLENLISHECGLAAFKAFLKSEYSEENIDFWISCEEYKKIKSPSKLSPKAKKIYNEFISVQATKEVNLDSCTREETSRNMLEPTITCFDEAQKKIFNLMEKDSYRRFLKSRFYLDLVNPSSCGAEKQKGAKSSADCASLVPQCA
# hERG protect – shields human hERG channel from block by proarrhythmic agents. 310,000 tested, 0.51% active. Q12809. activation (rescue from dofetilide block), less the hit threshold, % at 10 µM. CHO-hERG, FluxOR thallium flux, dofetilide IC70 present;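 active = activation above the mean of controls blocked by dofetilide plus 5 SD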;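 also: thallium influx through hERG after potassium depolarization seen as dye fluorescence rise; in these data hits start at about 4.7%; inactives centre near -7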
# TMEM16A inh – blocks the mouse calcium-activated chloride channel TMEM16A | Q8BHY3 | HEK293 TMEM16A/YFP iodide influx fluorescence, ionomycin | normalized B-score (activity score, 25-100; higher = stronger inhibition) at 10 µM | 310,000 tested, 1.2% active;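 active = ratio plate-corrected score three or more library SD toward inhibition, starting fluorescence score within five deviations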;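 also: score derived from kinetic fluorescence span divided by baseline fluorescence per well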
# KCNQ1 block – inhibitors of human KCNQ1 potassium channel | P51787 | CHO-K1 KCNQ1, FluxOR thallium flux fluorescence; stronger effect = higher value | B-score at 10 µM | 310,000 tested, 1.3% active | AID 2642;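 active = compounds whose thallium flux B-score, printed positive for inhibition, exceeds three library SD while starting fluorescence stays within three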;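 also: channel opened by potassium depolarization with thallium stimulus after 20 min compound exposure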
# KCNK9 block – inhibitors of human KCNK9 two-pore domain potassium channel. B-score at 10 µM. 310,000 tested, 1.2% active. Q9NPC2. HEK293 KCNK9, FluxOR thallium flux fluorescence; stronger effect = lower value. AID 488922;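 active = ratio B-score over 3 SD below the library mean, with starting fluorescence within 5 SD of its mean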;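 also: negative B-score means less thallium flux so channel inhibition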
# Target sequence (Q9NPC2 whole entry, looked up, the tested form may be a part): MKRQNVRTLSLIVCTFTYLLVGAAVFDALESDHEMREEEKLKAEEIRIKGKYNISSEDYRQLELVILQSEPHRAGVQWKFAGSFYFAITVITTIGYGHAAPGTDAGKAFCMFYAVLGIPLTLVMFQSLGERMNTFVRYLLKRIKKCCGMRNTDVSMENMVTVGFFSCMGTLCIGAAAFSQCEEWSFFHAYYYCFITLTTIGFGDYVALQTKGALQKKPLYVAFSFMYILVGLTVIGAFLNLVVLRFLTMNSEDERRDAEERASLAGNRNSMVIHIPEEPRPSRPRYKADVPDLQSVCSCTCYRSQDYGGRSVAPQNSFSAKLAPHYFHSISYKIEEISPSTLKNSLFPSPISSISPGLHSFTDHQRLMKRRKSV
# KCNQ1 pot – potentiates or activates the human KCNQ1 potassium channel | P51787 | CHO-K1 KCNQ1, thallium flux FluxOR fluorescence; stronger effect = higher value | B-score at 10 µM | 310,000 tested, 0.35% active;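 active = fluorescence ratio B-score, a plate-corrected score, at least three library SD, with initial intensity B-score within 5 SD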
#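 Schedule – 37 °C overnight plating, 90-min dark dye load, 20-min compound pretreatment · System – stable KCNQ1 CHO-K1 line · Probe or stimulus – thallium- and potassium-containing depolarizing buffer · Measured by – kinetic FluxOR fluorescence, 10 s baseline plus 110 s post-stimulus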
# KCNK3 inh – human KCNK3 channel inhibition, primary screen; O14649; CHO-KCNK3 thallium flux, FluxOR fluorescence; stronger effect = lower value; B-score at 10 µM; 340,000 tested, 0.84% active; AID 602410;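 active = B-score under library mean minus 4 SD, starting fluorescence ratio at most library mean plus 5 SD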;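 also: more negative B-score means stronger inhibition of thallium flux through KCNK3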
# ANO1 activ – mouse TMEM16A channel activation, primary screen; Q8BHY3; 340,000 tested, 0.3% active; HEK293 TMEM16A/YFP-H148Q/I152L, iodide quench fluorescence; stronger effect = lower value; B-score at 10 µM;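 active = fluorescence-ratio B-score plate-corrected deviation score at least 3 library SD below zero, with starting fluorescence score within 5 deviations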;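 also: channel opened by trigger with iodide after compound preincubation; score built on the fluorescence ratio of max minus min over baseline; more negative score means more quench and so TMEM16A activation or potentiation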
# MrgX1 agonist – agonists of human MrgX1 receptor. Q96LB2. B-score at 10 µM. 310,000 tested, 0.44% active. MrgX1-HEK293 cells, Fluo-4 calcium fluorescence, agonist mode; stronger effect = higher value;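 active = calcium response B-score plate-corrected fluorescence ratio at least 3 library SD, with starting fluorescence B-score inside 5 SD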
# Target sequence (Q96LB2 whole entry, looked up): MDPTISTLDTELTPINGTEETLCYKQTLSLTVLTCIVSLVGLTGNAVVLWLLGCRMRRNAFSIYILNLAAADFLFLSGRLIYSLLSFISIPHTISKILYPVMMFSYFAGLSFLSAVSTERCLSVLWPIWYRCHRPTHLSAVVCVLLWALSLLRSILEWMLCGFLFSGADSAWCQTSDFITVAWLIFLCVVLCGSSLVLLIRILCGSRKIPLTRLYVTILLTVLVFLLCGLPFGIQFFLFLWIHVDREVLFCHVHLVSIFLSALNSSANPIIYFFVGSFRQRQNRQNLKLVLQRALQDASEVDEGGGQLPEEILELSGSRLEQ
#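 Assay system: stable human MrgX1 HEK293 cell line. Quantity: 15,000 cells per well. Schedule: cells plated overnight, dye loaded 0.5 h 37 °C, 0.5 h room temperature. Detection: Fluo-4 NW calcium-flux fluorescence, kinetic read. Read-out basis: peak-minus-minimum fluorescence over baseline, converted to B scores. Control set: positive and negative control wells on each plate.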
# MrgX1 allo act – human MrgX1 positive allosteric modulation, primary screen; 310,000 tested, 0.63% active; MrgX1-HEK293, Fluo-4 calcium flux, FDSS; stronger effect = higher value; B-score at 10 µM; Q96LB2;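 active = plate-corrected calcium response at least 3 library SD above typical, normal starting fluorescence, not activating the receptor alone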;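 also: compound read alongside a low EC10 to EC30 dose of BAM8-22 agonist; peak minus trough fluorescence over baseline measured at the second addition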
# Active calls of the source: *; i = inactive; nt = no result given.
# Order of results – hERG protect, KCNK3 inh, ANO1 activ, RGS4 block, KCNQ1 block, KCNK9 block, MrgX1 agonist, KCNQ1 pot, TMEM16A inh, MrgX1 allo act, RGS4 act
> COc1ccccc1/C=C1\SC(=S)N(N2C(=O)CCCC2=O)C1=O
  -11.8, -9.35*, i, i, i, i, i, i, i, i, i
> O=C1CC(c2ccccc2F)C2=C(COC2=O)N1 (centres undefined)
  -7.4, i, i, i, i, i, i, i, i, i, i
> CCCOc1ccc(-c2cnc(SCC(N)=O)nc2N)cc1
  -1.4, i, i, i, i, i, i, i, i, i, i
> Clc1ccc2c(NCc3cccs3)ncnc2c1
  -2.0, i, i, i, i, i, i, i, i, i, i
> CS(=O)(=O)Nc1ccc(C(=O)NC2CCCC2)cc1
  -2.0, i, i, i, i, i, i, i, i, i, i
> CCc1ccc(-c2nn(Cc3ccccc3)cc2/C=C/C(=O)O)cc1
  -8.2, i, i, i, i, i, i, i, i, i, i
> COc1ccc(CNC(=O)[C@H](C)NC(=O)C2CC(=O)N(c3ccc(OC)cc3)C2)cc1 (some centres undefined)
  -3.2, i, i, i, i, i, i, i, i, i, i
> CCC1CCCCN1C(=O)Cn1c(C(=O)OC)cc2ccsc21 (centres undefined)
  -5.9, i, i, i, i, i, i, i, i, i, i
> Cc1nn(Cc2ccc(C(=O)O)o2)c(C)c1[N+](=O)[O-]
  -4.4, i, i, i, i, i, i, i, i, i, i
> O=C(NCC1CCCO1)c1ccc2c(c1)OCO2 (centres undefined)
  -1.0, i, i, i, i, i, i, i, i, i, i
> Cn1nnc(NC(=S)NC(=O)c2cccc3c(Br)cccc23)n1
  0.4, i, i, i, i, i, i, i, i, i, i
> O=C(Cn1ncc2c(=O)oc3ccccc3c21)NCc1cccnc1
  -12.9, i, i, i, i, i, i, i, i, i, i
> C=CCn1cc(CN2CCC(C(=O)Nc3cccc(-c4cccc(F)c4)c3)CC2)c(C)n1
  -21.9, i, i, i, i, i, i, i, i, i, i
> O=C(NC1CC2CCCC(C1)N2C(=O)NC1CCCCC1)c1ccccc1 (centres undefined)
  -7.0, i, i, i, i, i, i, i, i, i, i
> CCN(CC)CCCOC(=O)C1(c2ccccc2)CCCC1
  -4.9, i, i, i, i, i, i, i, i, i, -10.8*
> Cc1nn(Cc2ccc([N+](=O)[O-])cc2)c(=O)n1-c1c(F)cccc1F
  -11.7, i, i, i, i, i, i, i, i, i, i
> Nc1cc(N)nc(SCC(=O)Nc2ccccc2)n1
  -8.2, i, i, i, i, i, i, i, i, i, i
> O=C(NCC1CCCN(Cc2ccccc2F)C1)c1cccc(C(F)(F)F)c1 (centres undefined)
  -0.1, i, i, i, i, i, i, i, i, i, i
> O=C(c1cc(F)ccc1F)C1CCCN(C(=O)c2ccco2)C1 (centres undefined)
  -5.4, i, i, i, i, i, i, i, i, i, i
> Cc1ccc(-c2cc3cccc[n+]3cc2-c2ccc(C)cc2)cc1
  -28.6, i, i, i, 8*, i, i, i, i, i, i
> Cc1c(Cl)cccc1NC(=S)NCc1cccn1C
  -1.2, i, i, i, i, i, i, i, i, i, i
> O=c1ccn(Cc2ccccc2)cc1
  -10.4, i, i, i, i, i, i, i, i, i, i
> C=CCNc1nnc(SC2CC(=O)N(c3ccc(OC)cc3)C2=O)s1 (centres undefined)
  -11.4, i, i, 5.66*, i, i, i, i, i, i, i
> Cc1nc2c(oc3ccc(Cl)cc32)c(=O)[nH]1
  -9.3, i, i, i, i, i, i, i, i, i, i
> Cc1ccc(NC(=O)CCS(=O)(=O)c2ccc(Br)cc2)nc1
  -5.2, i, i, i, i, i, i, i, i, i, i
> COC(=O)CC/C(C)=N\Nc1ccc([N+](=O)[O-])cc1[N+](=O)[O-]
  -13.9, i, i, i, i, i, i, i, i, i, i
> CC1(C)CC(=O)C2=C(C1)N(Cc1ccco1)C(=O)C2(O)C(F)(F)F (centres undefined)
  -17.7, i, i, i, i, i, i, i, i, i, i
> CCC(C)NC(=O)CC(NS(=O)(=O)c1ccc(C)cc1)c1ccc(OC)cc1 (centres undefined)
  -6.7, i, i, i, i, i, i, i, i, i, i
> Cc1ccc(-c2nc3ncccc3o2)cc1NC(=O)Cc1ccc(Cl)cc1
  -9.8, i, i, i, i, i, i, i, i, i, i
> CCOc1ccc(S(=O)(=O)NCC2CCCO2)cc1 (centres undefined)
  -5.0, i, i, i, i, i, i, i, i, i, i
> CSCCC(NC(=O)COc1ccccc1)C(=O)OC(C)C(=O)Nc1ccccc1C (centres undefined)
  -10.1, i, i, i, i, i, i, i, i, i, i
> CSc1ccccc1OCc1cc(C(=O)NCc2csc(C(C)C)n2)no1
  -10.3, i, i, i, i, i, i, i, i, i, i
> Cc1ccccc1C(O)c1ccccn1 (centres undefined)
  -6.9, i, i, i, i, i, i, i, i, i, i
> O=C(COC(=O)c1cccnc1Cl)c1ccc(F)cc1
  -6.3, i, i, i, i, i, i, i, i, i, i
> O=C(c1cccc(S(=O)(=O)Nc2ccc(Br)cc2)c1)N1CCCC1
  -16.9, i, i, i, i, i, i, i, i, i, i
> CC1(C)CC2CC(C)(CN2c2ncnc3ccc(Br)cc23)C1 (centres undefined)
  -7.7, i, i, i, i, i, i, i, i, 13*, i
> COC(CNC(=O)c1ccc2c(=O)n(Cc3ccc4c(c3)OCO4)c(=S)[nH]c2c1)OC
  -3.0, i, i, i, i, i, i, i, i, i, i
> O=S1(=O)CCO[C@H]2Cc3ccccc3[C@H]2N1Cc1ccc(Cl)cc1
  -8.6, i, i, i, i, i, i, i, i, i, i
> CC(NCc1ccncc1)C12CC3CC(CC(C3)C1)C2 (centres undefined)
  -21.1, i, i, i, i, i, i, i, i, i, i
> Cc1ccc(C(=O)NNc2cc(=O)n(C)c(=O)n2C)cc1C
  -2.8, i, i, i, i, i, i, i, i, i, i
> COc1ccc(CCNC(=O)CSc2nnnn2Cc2ccc3c(c2)OCO3)cc1OC
  -6.1, i, i, i, i, i, i, i, i, i, i
> CCCn1c(SCC(=O)NCc2ccco2)nnc1-c1ccncc1
  -7.6, i, i, i, i, i, i, i, i, i, i
> CCOC(=O)CSc1nc(N)cc(=O)[nH]1
  -8.8, i, i, i, i, i, i, i, i, i, i
> Cc1ccc(NC(=O)CN(C)C(=O)COC(=O)C2=COCCO2)cc1
  -17.5, i, i, i, i, i, i, i, i, i, i
> C[C@H]1O[C@@H](n2cc(F)c(=O)[nH]c2=O)[C@H](O)[C@@H]1O
  -3.2, i, i, i, i, i, i, i, i, i, i
> CCOC(=O)c1[nH]c(C(=O)O)c(OC(=O)CC)c1C
  -4.8, i, i, i, i, i, i, i, i, i, i
> O=C(O)CCC(=O)Nc1sc2c(c1C(=O)Nc1ccccc1)CCCCC2
  -4.7, i, i, 5.46*, i, i, i, i, i, i, i
> COC(=O)c1ccc(NC(=O)CSC2=Nc3ccccc3C3CC=NN23)cc1 (centres undefined)
  -23.5, i, i, i, i, i, i, i, i, i, i
> Cc1ccc(CCNc2ccccc2C)cn1
  -3.3, i, i, i, i, i, i, i, i, i, i
> C[C@@H](NC(=O)c1nc[nH]c1C(=O)NCC(=O)OCc1ccccc1)c1ccccc1
  -23.2, i, i, i, i, i, i, i, i, i, i

# Continued.
# Order of results – hERG protect, KCNK3 inh, ANO1 activ, RGS4 block, KCNQ1 block, KCNK9 block, MrgX1 agonist, KCNQ1 pot, TMEM16A inh, MrgX1 allo act, RGS4 act
> CCOc1cc(NC(=O)c2ccccn2)c(OCC)cc1NC(=O)CC(C)C
  -9.7, i, i, i, i, i, nt, i, nt, nt, i
> CC(C)(C)NC(=O)NC(=O)CN1CCN(S(=O)(=O)c2ccccc2)CC1
  -4.2, i, i, i, i, i, i, i, i, i, i
> CCOc1ccc(C(=O)/C=C/c2cn(CN3CCN(C)CC3)c3ccccc23)cc1
  nt, i, i, nt, nt, nt, i, nt, i, i, nt
> Cc1ccc(S(=O)(=O)CC(=O)Nc2ccc(Cl)cn2)cc1
  -17.9, i, i, i, i, i, i, i, i, i, i
> O=C1CCC/C(=N/NC(=O)c2ccc(NS(=O)(=O)c3cccs3)cc2)C1
  -10.9, i, i, i, i, i, i, i, i, i, i
> O=C(CNC(=O)c1ccccc1)OCc1cccc([N+](=O)[O-])c1
  -12.8, i, i, i, i, i, i, i, i, i, i
> COc1ccc(CN(C)Cc2c(O)ccc3ccccc23)cc1
  -14.5, i, i, i, i, i, i, i, i, i, i
> C[C@H]1CCC[C@@]2(O[C@@H](CCO)C[C@H](O)[C@H]2O)O1
  -3.0, i, i, i, i, i, i, i, i, i, i
> O=C(CCc1ccccc1)OCCN1CCOCC1
  -4.9, i, i, i, i, i, i, i, i, i, i
> Nc1nc(Nc2ccccc2)nc(C(F)(F)F)n1
  -2.1, i, i, i, i, i, i, i, i, i, i
> COc1ccc(C2=NN(CN3C(=O)C(=O)c4ccccc43)C(c3ccc(C)cc3)C2)cc1 (centres undefined)
  -9.0, i, i, 6.74*, i, i, i, i, i, i, i
> COc1ccc([N+](=O)[O-])cc1N(CC(=O)NCc1ccco1)S(C)(=O)=O
  -7.2, i, i, i, i, i, i, i, i, i, i
> C=CCNC(=S)N1CCC(C(=O)c2ccc3c(c2)OCCO3)CC1
  -1.2, i, i, i, i, i, i, i, i, i, i
> O=C(N/N=C/c1ccc(Cl)cc1Cl)c1cccc(N2CCCC2=O)c1
  -3.0, i, i, i, i, i, i, i, i, i, i
> CCCCCCN=CC1=C(O)CC(C)(C)CC1=O
  -6.0, i, i, i, i, i, i, i, i, i, i
> CCc1nnc(NC(=O)CSc2nnc(-c3ccccc3NC(=O)c3ccccc3)o2)s1
  -1.9, i, i, i, i, i, i, i, i, i, i
> O=C(Nc1ccc(Cl)cc1)N1CCN(C(=O)C2CCCO2)CC1 (centres undefined)
  -4.9, i, i, i, i, i, i, i, i, i, i
> CCOc1ccc(-c2nc(C)c(C(C)=O)n2O)cc1
  -5.0, i, i, i, i, i, i, i, i, i, i
> O=C(CCC(=O)NNc1nc2ccccc2c2nc(-c3ccccc3)nn12)NCCCN1CCOCC1
  -6.3, i, i, i, i, i, i, i, i, i, i

# Bioassay records from PubChem BioAssay.
